Source: PubChem
NOD2-RIPK2 inh – NOD2-RIPK2 binding disruptors in cells, primary screen, fluorescence, CHO cells, BLA complementation. actives 0.38% (n = 360,000). CCF4 ratio. Receptor-interacting serine/threonine-protein kinase 2 (Homo sapiens), O43353. AID 624267, 2012. inhibition, % at 4.98 µM; in the data active means inhibition above about 21%;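 further: 0% = vehicle only and 100% = reference blocker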
TRAIL sens C8 – viability loss with TRAIL in NB7+C8 cells, primary screen, TRAIL sensitizer project, cell-based, ATPlite luminescence; AID 624354, 2012; actives 1% (n = 360,000); inhibition (viability loss, TRAIL sensitization), % at 10 µM;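 active means compounds causing at least 50% loss of cell viability in the single-dose screen, relative to plate controls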
COUP-TFII inh – NR2F2 transcriptional activity inhibitors, primary screen, cell-based, luciferase reporter, HEK293T, luminescence; COUP transcription factor 2 (Homo sapiens), P24468; HEK293T NGFI-A luciferase reporter; inhibition, % at 8.6 µM; actives 0.7% (n = 370,000);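 active means inhibition above a per-plate cutoff, mean inhibition of test wells between control levels plus 3 SD, cut at about 38% in these data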;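 further: cells cotransfected with COUP-TFII expression vector driving the NGFI-A reporter; 0% = median of COUP-TF2 test wells and 100% = reporter-only cells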
TROY signal inh – inhibitors of TROY-driven NF-kB signaling, primary screen, Q293 LMP1-TROYcd cells, NF-kB luciferase, uHTS; Q293 LMP1-TROYcd NF-kB luciferase reporter, 4 h; inhibition, % at 10 µM; actives 0.98% (n = 360,000); AID 1347056, 2019;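 active means compounds whose plate-normalised and pattern-corrected inhibition of the luciferase reporter signal at the single screening dose is 50% or more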
NR5A2 inv ag – LRH-1 (NR5A2) inverse agonists, primary screen, cell-based, luminescence, HEK293T, StAR-luciferase reporter; Nuclear receptor subfamily 5 group A member 2 (Homo sapiens), O00482; LRH-1 transfected, 24 h; inhibition, % at 3.6 µM; actives 0.13% (n = 360,000); AID 602396, 2012;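 active means inhibition above the mean inhibition of all tested compounds plus 3 SD, cut at about 73% in these data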;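 further: 0% = DMSO wells and 100% = reporter-only cells lacking LRH-1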
NCOA1 inh – SRC1 coactivator transcriptional activity inhibitors, primary screen, cell-based, luminescence; actives 0.12% (n = 360,000); inhibition, % at 3.6 µM; Nuclear receptor coactivator 1 (Homo sapiens), Q15788; AID 588354, 2011; HEK293 GAL4-SRC1 luciferase reporter;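 active means inhibition above the campaign mean plus 3 SD, with each screening campaign given its own cutoff, cut at about 60% in these data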;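 further: 0% = DMSO treated cells and 100% = gossypol at 36 µM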
NCOA2 inhibitor – inhibition of GAL4-SRC2 driven luciferase reporter, primary screen, SRC2 inhibitor project, cell-based, luminescence | HEK293 GAL4-SRC2 luciferase reporter | inhibition, % at 9 µM | actives 0.17% (n = 370,000) | AID 651957, 2012;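 active means inhibition above the mean inhibition of all tested compounds plus 3 SD, set per campaign, cut at about 52% in these data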;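 further: 0% = DMSO treated cells and 100% = cells given Gossypol at 36 µM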
TLR9-MyD88 inh – inhibitors of TLR9-MyD88 association in cells, primary screen, cell-based, CHO, BLA complementation, fluorescence. inhibition, % at 4.98 µM. Toll-like receptor 9 (Homo sapiens) + Myeloid differentiation primary response protein …. AID 504734, 2011. actives 0.21% (n = 340,000). CCF4 FRET ratio;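 active means inhibition above the mean over all tested compounds plus 3 SD, cut at about 21% in these data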;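 further: 0% = DMSO only wells and 100% = clavulanate BLA inhibitor control wells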
SRC3 inh – SRC3 coactivator transcriptional activity inhibitors, primary screen, cell-based, luminescence; Nuclear receptor coactivator 3 (Homo sapiens), Q9Y6Q9; HEK293 GAL4-SRC3 luciferase reporter; inhibition, % at 3.6 µM; actives 0.17% (n = 360,000);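 active means inhibition above a per-campaign cutoff, the mean of all compounds plus 3 SD, cut at about 60% in these data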;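 further: 0% = DMSO-treated cells and 100% = gossypol-treated cells at 36 µM; higher means less SRC3-driven luciferase light from the GAL4 reporter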
Target sequence (Q9Y6Q9 whole entry, looked up, the tested form may be a part): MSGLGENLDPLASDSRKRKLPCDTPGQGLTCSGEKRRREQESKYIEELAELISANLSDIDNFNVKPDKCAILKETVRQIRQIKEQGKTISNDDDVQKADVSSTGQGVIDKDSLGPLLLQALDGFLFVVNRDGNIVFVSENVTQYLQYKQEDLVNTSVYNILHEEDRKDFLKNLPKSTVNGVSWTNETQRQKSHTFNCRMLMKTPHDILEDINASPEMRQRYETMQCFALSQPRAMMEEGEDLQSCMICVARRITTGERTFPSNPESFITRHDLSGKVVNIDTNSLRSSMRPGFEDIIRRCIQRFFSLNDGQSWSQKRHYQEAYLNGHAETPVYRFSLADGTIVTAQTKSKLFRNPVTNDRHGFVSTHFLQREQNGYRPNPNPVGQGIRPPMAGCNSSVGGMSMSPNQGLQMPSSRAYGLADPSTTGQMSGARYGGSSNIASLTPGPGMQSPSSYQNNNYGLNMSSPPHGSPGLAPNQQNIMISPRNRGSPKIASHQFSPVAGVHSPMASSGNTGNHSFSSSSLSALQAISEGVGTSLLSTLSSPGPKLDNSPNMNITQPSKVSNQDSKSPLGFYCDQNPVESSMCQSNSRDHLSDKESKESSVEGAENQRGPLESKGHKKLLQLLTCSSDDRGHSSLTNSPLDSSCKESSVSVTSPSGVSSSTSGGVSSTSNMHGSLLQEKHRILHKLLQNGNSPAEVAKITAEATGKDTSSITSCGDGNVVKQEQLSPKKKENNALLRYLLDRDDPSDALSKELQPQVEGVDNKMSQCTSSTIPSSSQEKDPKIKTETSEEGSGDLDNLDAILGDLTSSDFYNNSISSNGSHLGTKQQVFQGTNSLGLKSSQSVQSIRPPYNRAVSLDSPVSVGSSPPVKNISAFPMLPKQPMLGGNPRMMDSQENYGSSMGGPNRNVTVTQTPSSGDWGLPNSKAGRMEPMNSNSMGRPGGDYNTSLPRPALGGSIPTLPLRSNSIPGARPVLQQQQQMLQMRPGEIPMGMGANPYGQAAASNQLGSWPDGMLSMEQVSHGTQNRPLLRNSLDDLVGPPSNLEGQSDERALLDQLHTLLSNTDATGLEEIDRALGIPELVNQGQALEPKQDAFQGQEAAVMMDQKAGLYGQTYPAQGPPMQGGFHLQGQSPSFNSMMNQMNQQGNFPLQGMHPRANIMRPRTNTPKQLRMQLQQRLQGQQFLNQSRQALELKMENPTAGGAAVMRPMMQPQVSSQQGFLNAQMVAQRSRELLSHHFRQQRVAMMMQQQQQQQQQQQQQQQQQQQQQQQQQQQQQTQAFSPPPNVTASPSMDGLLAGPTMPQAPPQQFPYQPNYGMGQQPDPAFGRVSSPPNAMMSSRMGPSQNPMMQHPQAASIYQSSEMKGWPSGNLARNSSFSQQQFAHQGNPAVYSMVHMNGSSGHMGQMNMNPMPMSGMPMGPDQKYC
Vif imaging – HIV Vif self-association inhibitors, primary screen, imaging, HEK293T, single point; HEK293T cells, Vif self-association by quenched fluorescence, 24 h; inhibition, % at 7.49 µM; actives 0.35% (n = 340,000); AID 602346, 2012; in the data active means inhibition above about 50%, passing the limit was not always enough; further: some results filed as inactive read as strong as hits
LMP1 NFkB inh – EBV LMP1-driven NF-kappaB luciferase reporter inhibitors, primary screen, cell-based, luminescence, single point; inhibition, % at 12.5 µM; AID 504558, 2011; LMP1-induced NF-kappaB luciferase reporter cells; actives 0.69% (n = 350,000); in the data active means inhibition above about 41%;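 further: 0% = neutral control wells and 100% = reference inhibitor control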
The depositor's hits bear a star; · = no result given. Only part of the results is shown (hit frequency here may not be typical).

SMILES	NOD2-RIPK2 inh	TRAIL sens C8	COUP-TFII inh	TROY signal inh	NR5A2 inv ag	NCOA1 inh	NCOA2 inhibitor	TLR9-MyD88 inh	SRC3 inh	Vif imaging	LMP1 NFkB inh
CC(C)=CCN1CCN(Cc2c[nH]c3ccccc23)CC1CCO (stereo not drawn)	-14	2	-5	-10	7	-12	-2	-7	2	0	-17
Cc1ccnc(NC(=O)c2ccoc2C)c1	-1	11	-20	3	-64	-76	-36	7	-46	9	-12
O=c1cc(CN2CCCCCC2)nc2sccn12	-18	-2	-15	9	17	-11	0	-6	-4	-5	1
Nc1ccc(C(=O)OC2CCOC2=O)cc1[N+](=O)[O-] (stereo not drawn)	-3	2	-6	8	3	3	-21	10	28	2	-6
COc1ccc(NC(=O)CSCCc2ccccn2)cc1OC	-3	-5	0	-26	7	-3	-8	-4	-1	4	-3
CCOC(=O)N1CCN(C(=O)C2CCC(CNS(=O)(=O)c3ccccc3)CC2)CC1 (stereo not drawn)	-6	4	3	1	-18	0	23	8	5	1	-5
Nc1ccc(-c2cc3ccccc3c(=O)o2)cc1	9	16	73*	-3	-20	19	74*	10	26	-10	37
CCN1C(=O)N[C@@H](c2cccc(F)c2)C(C(C)=O)=C1C	-8	-27	-8	-6	6	3	1	-7	-7	6	-9
CC(=O)N1CCN(S(=O)(=O)c2cccc(C(=O)NC3CCCc4ccccc43)c2)CC1 (stereo not drawn)	8	0	-15	14	2	6	-10	13	-1	1	-9
CC(=O)Cc1nsc(Nc2ccc(C)cc2)n1	-9	6	-49	-52	-146	-183	-54	0	-44	-8	-13
O=C(NCc1nnnn1-c1ccc(F)c(F)c1)c1ccc2ccccc2c1	-3	10	-4	-4	27	-12	-1	4	1	3	-2
COC(=O)c1nn(-c2ccccc2)c(Sc2ccccc2)c1/C=N/O	3	1	14	6	6	-2	-9	3	2	-1	12
O=C(NCCC1=CCCCC1)c1c(O)nc2ccccn2c1=O	7	1	-1	-24	-13	-7	-25	-7	-35	-20	-9
O=C(CCc1nc2cccnc2n1Cc1ccccc1)N1CCOCC1	2	-8	-11	-2	0	0	0	-7	5	·	4
CCC(=O)N1CCc2cc(S(=O)(=O)NCCC(=O)N3CCN(Cc4ccccc4)CC3)ccc21	-5	11	-6	-15	-6	-32	13	4	-28	-19	-4
CCCN(CCC)CCCNc1ccc(C(=O)Nc2cccc(OC)c2)cc1[N+](=O)[O-]	1	-3	20	15	-13	13	-8	1	7	-15	7
CCOc1ccc(NC(=S)Nc2ccccc2C2CC2)cc1	2	-2	-4	-19	0	-10	14	6	-12	-4	5
CCS(=O)(=O)N1Cc2ccccc2CC1C(=O)Nc1nnc(SCc2ccc(F)cc2)s1 (stereo not drawn)	-11	-9	4	35	9	-7	-34	1	2	8	2
O=C(CCc1ccc(S(=O)(=O)N2CCOCC2)cc1)Nc1ccc2ccccc2c1	7	-22	-6	22	-10	-6	14	-12	22	-3	15
COc1ccc2nc(/C(C#N)=C\c3ccc(Oc4ccc([N+](=O)[O-])cn4)cc3)[nH]c2c1	13	-6	2	19	-53	-2	-13	6	14	-11	3
Cc1ccc(S(=O)(=O)NCCc2cc3ccc(C)c(C)c3[nH]c2=O)cc1	-4	-1	-2	-6	5	12	7	-9	15	1	7
CC(=O)NCCn1c(SCc2ccccc2F)nc2ccccc2c1=O	3	-11	6	6	24	-13	12	-13	13	-4	2
Cc1cccc(CCNC(=O)C2CCN(S(=O)(=O)c3cccc4cccnc34)CC2)c1	3	-10	-4	12	-21	-3	-18	-3	-7	14	0
CCCc1nc2ccc(NC(=O)NCCC(=O)OCC)cc2c(=O)n1Cc1cccc(Cl)c1	-6	-6	-5	14	6	13	4	4	8	5	0
COc1cc(/C=N\n2nnnc2N)ccc1OCc1ccc(F)cc1	4	2	-29	-41	-20	0	-36	6	-12	24	-12
O=C1c2ccccc2-c2c1nc1c([n+]2[O-])CCCC1	4	2	-20	-15	-24	-71	-19	1	-36	-7	-2
C=CCN(C(=O)CNC(=O)c1ccco1)C(C(=O)NC1CCCC1)c1cccs1 (stereo not drawn)	0	-8	12	6	-13	-1	-12	1	1	1	-3
CCOC(=O)c1ccc(Oc2nc(N(C)C)nc(N(C)C)n2)cc1	0	-7	8	4	9	-15	-5	-10	-27	·	-1
CC1CN(Cc2ccco2)C(=S)N(c2ccccc2)C1=O (stereo not drawn)	0	-2	18	-14	15	7	15	0	11	0	5
Cn1c(CN2CCOCC2)nnc1SCC(=O)Nc1cc(Cl)ccc1Cl	-3	-6	14	-30	5	-13	13	-2	7	-1	6
CC1(C)CC(Nc2ccc(Nc3ccccc3)cc2)CC(C)(C)N1	-4	1	0	-12	-2	5	19	-5	6	-1	-13
C[C@H]1CN=C(Nc2ccccc2)N1CCC1CCCC1	-14	-2	-9	9	6	6	-4	-3	10	-3	6
CN(CCCC(=O)Nc1ccc(OC(F)F)cc1)S(=O)(=O)c1ccc(F)cc1	-2	22	1	-3	-10	6	11	-14	-8	0	0
O=C(NN=CC=Cc1ccccc1)C(O)C(O)C(=O)NN=CC=Cc1ccccc1 (stereo not drawn)	4	-12	4	-14	23	5	-15	-6	-20	1	4
O=C(COc1ccccc1)Nc1nc2cc3c(cc2s1)OCO3	-7	8	-2	-35	-9	-13	-29	8	1	5	-2
CCc1noc(C)c1C(=O)N1CCCC(C(=O)c2cc(F)ccc2OC)C1 (stereo not drawn)	3	6	14	15	11	10	-55	-4	14	0	3
COc1ccc(C2=NS(=O)(=O)N(C)C(C(=O)NCc3ccccn3)=C2)cc1OC	-17	3	2	12	11	-6	7	-15	9	3	8
Cc1ccc(S(=O)(=O)NC(=NC(Cc2ccccc2)C(=O)O)c2ccccc2)cc1 (stereo not drawn)	-1	-5	-4	8	6	1	7	3	11	-7	-2
COCCC1CCCCN1C(=O)c1cc(COc2ccc(-n3cncn3)cc2)on1 (stereo not drawn)	1	-9	44*	15	31	12	23	1	28	-9	19
O=C(OCN1C(=O)C(=O)c2ccccc21)c1ccc(Cl)cc1	8	4	6	-20	-16	-14	-5	-3	-12	3	3
CCN1CCCC1CNC(=O)c1ccc2c(c1)NC(=O)/C(=C\c1ccc(C)cc1)S2 (stereo not drawn)	10	79*	-9	-32	-24	-4	-3	9	6	4	-22
COC(CNC(=O)CCCn1nnnc1CN1CCOCC1)c1cccs1 (stereo not drawn)	-1	18	27	-22	-31	-4	-32	-4	20	-2	6
c1ccc(-c2nnc3ccc(N4CCCC4)nn23)cc1	-2	1	0	-11	10	-7	8	5	-6	-2	-6
C=CCOc1nc2c(c(=O)n(C)c(=O)n2C)n1Cc1c(Cl)cccc1Cl	-2	1	-8	3	10	-11	-3	8	4	-3	0
C/C=C/c1ccc(Oc2nnnn2-c2ccc(C(=O)O)cc2)c(OC)c1	6	-7	3	14	4	4	-3	-11	10	3	1
Cc1ccc(C(=O)OCC(=O)NNC(=O)c2cccs2)c(O)c1	-2	4	-17	-7	1	-15	-27	2	-5	0	-1
CN1CCN(C(=S)c2cn(CCOc3ccccc3)c3ccccc23)CC1	-5	-1	-4	-8	10	-7	17	14	6	1	-15
O=C(NCCc1c[nH]c2ccccc12)c1ccc(Cl)cc1	2	19	-17	-26	-97	-87	-41	0	-108	-1	-56
COc1ccc([N+](=O)[O-])cc1NC(=O)CSc1nccc(C)n1	-6	-1	-11	-2	-28	10	-17	-10	-10	0	-3
CC12CN3CCN(CC(C3)C1(O)CN1CCOCC1)C2 (stereo not drawn)	-15	-17	6	-9	-6	-2	11	-6	7	0	-7
Carrying on:
SMILES	NOD2-RIPK2 inh	TRAIL sens C8	COUP-TFII inh	TROY signal inh	NR5A2 inv ag	NCOA1 inh	NCOA2 inhibitor	TLR9-MyD88 inh	SRC3 inh	Vif imaging	LMP1 NFkB inh
COC(=O)C[C@@H]1C=C[C@@H](NC(=O)c2ccc3c(c2)OCO3)[C@@H](CO)O1	-10	-8	-3	·	-1	·	-4	·	·	·	·
Oc1ccccc1C1N=C(c2ccccc2)NC(c2ccccc2)=N1	4	-8	5	-1	5	-23	-19	5	16	21	-3
CNC(=O)c1cc2cc(Br)ccc2s1	2	1	5	-1	-23	8	-37	-3	15	1	2
CCc1nc2ccccc2n1CC(=O)N1CCN(S(=O)(=O)c2cccc(C(F)(F)F)c2)CC1	-3	27	5	-7	13	-7	-8	5	-15	4	0
O=C(N/N=C/c1ccccn1)c1cc(-c2ccc(Cl)cc2)nc2ccccc12	3	34	-8	46	-2	1	-13	-2	12	11	11
COc1ccc(N(CC(=O)N2CCN(C)CC2)S(C)(=O)=O)cc1OC	-12	3	4	14	-8	4	-7	-6	-6	5	-13
Cn1cnnc1Sc1cc(N2CCN(S(=O)(=O)c3ccccc3)CC2)ccc1[N+](=O)[O-]	1	4	-15	3	-9	10	-2	-7	7	-3	1
CCN(CC)S(=O)(=O)C1CCS(=O)(=O)C1 (stereo not drawn)	2	-1	-2	3	5	-1	4	1	9	0	10
Cc1ccc2c(c1)N(CCC(=O)NC(C)C)C(=O)CO2	-11	5	13	-7	6	2	-61	-3	-9	-22	-1
Cc1ccc(S(=O)(=O)N[C@H](C(=O)N2CCC(C(=O)NCC(=O)O)CC2)C(C)C)cc1	-11	-1	1	23	8	14	-3	9	-4	16	-14
CCOc1ccc(Cn2c(SCCCCC#N)nc3c2c(=O)n(C)c(=O)n3C)cc1OCC	5	28	9	-4	26	-9	3	6	2	14	7
O=C(NC1CCCc2ccccc21)c1ccccc1OC(F)F (stereo not drawn)	-8	0	-31	10	-8	10	-19	6	0	1	1
CCn1c(COc2cccc(C)c2C)nnc1SCC(=O)Nc1cc(C)on1	0	3	-2	4	6	2	21	·	10	-5	3
Cc1c(Cl)cccc1NS(=O)(=O)c1cn(C)c(=O)n(C)c1=O	-7	13	5	-5	0	1	5	10	2	0	-6
Cc1ccc(C(=O)CC(=O)c2ccc(C)cc2O)cc1	-2	-8	-68	-34	-42	-32	-43	-8	-52	-3	0
COCCNC(=O)c1noc2c1CCc1cc(OC)ccc1-2	-9	19	-50	-42	-101	-73	-58	-8	-105	2	-12
COCCn1c(SCC(=O)Nc2ccc(Cl)c(S(=O)(=O)N(C)C)c2)nc2ccccc21	2	9	10	24	4	4	-2	-4	-1	·	10
